Screening results deposited in PubChem by Sanford-Burnham Center for Chemical Genomics.
APOBEC3G inh: blocks human APOBEC3G single-stranded DNA deamination. actives 0.28% (n = 330,000). inhibition, % at 20 µM. Q9HC16. recombinant A3G, ssDNA deamination FAM/TAMRA fluorescence;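 active = inhibition of at least 40% at 20 µM, with no more than 30% in the related APOBEC3A deaminase screen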;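 also: plate controls were DMSO wells with A3G for no effect and wells lacking A3G enzyme for full effect; some compounds called inactive have numbers as strong as hits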
Target sequence (Q9HC16 whole entry, looked up): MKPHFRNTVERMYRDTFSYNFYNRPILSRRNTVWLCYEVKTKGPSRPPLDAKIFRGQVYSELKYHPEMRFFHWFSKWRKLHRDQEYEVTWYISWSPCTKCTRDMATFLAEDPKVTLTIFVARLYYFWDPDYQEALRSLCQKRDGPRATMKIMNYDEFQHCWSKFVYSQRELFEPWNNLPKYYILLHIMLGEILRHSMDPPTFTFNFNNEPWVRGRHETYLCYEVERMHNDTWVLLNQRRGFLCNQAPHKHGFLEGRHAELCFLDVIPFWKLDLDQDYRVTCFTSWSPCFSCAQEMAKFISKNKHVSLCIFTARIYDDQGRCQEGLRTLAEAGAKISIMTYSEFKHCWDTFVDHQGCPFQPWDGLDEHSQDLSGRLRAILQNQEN
hIAP inh: human IAP inhibition. inhibition, % at 10 µM. purified IAP, CDP-Star luminescence, 30 min. actives 0.12% (n = 330,000). P09923. AID 2544;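 active = inhibition reaching a set limit with compound at 10 µM in the primary screen, cut at about 35% in these data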;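 also: plate controls were DMSO wells with enzyme for no effect and no-enzyme buffer wells for full effect; values of inactives mirror those of a sister screen read the other way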
Target sequence (P09923 whole entry, looked up): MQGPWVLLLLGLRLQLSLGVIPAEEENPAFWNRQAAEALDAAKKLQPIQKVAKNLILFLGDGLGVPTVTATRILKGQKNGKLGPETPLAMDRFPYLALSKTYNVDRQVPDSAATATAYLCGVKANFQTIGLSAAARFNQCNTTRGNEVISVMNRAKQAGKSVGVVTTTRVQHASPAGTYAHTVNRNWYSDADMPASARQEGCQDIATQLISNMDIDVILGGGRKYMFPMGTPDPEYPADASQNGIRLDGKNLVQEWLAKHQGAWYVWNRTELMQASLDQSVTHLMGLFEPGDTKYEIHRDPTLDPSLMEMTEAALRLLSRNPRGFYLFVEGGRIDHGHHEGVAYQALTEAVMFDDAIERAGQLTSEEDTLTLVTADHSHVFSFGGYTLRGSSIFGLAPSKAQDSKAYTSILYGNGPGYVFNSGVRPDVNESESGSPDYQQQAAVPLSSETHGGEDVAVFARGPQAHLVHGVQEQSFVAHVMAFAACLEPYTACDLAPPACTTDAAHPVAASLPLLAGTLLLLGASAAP
A3A deaminase: inhibitors of human APOBEC3A DNA deaminase; actives 0.41% (n = 330,000); AID 493011; P31941; recombinant A3A, FAM/TAMRA ssDNA deamination fluorescence; inhibition, % at 20 µM;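 active = at least 40% inhibition at 20 µM here, with at most 30% in a related deaminase screen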;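 also: plate controls were A3A with DMSO for no effect and wells lacking A3A enzyme for full effect; some results filed as inactive read as strong as hits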
Target sequence (P31941 whole entry, looked up): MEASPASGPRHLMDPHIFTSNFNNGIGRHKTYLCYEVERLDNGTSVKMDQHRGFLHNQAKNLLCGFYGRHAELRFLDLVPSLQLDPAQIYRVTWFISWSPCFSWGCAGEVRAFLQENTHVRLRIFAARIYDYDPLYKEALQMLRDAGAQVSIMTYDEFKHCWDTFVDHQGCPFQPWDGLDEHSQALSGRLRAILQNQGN
mIAP inh: blocks mouse intestinal alkaline phosphatase. actives 0.2% (n = 330,000). inhibition, % at 10 µM. AID 2806. purified mouse IAP, CDP-Star luminescence, 30 min;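 active = inhibition of at least 40% at 10 µM in the primary screen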;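 also: plate controls were DMSO with enzyme for no effect and no enzyme wells for full effect; values of inactives mirror those of a sister screen read the other way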
NLRP3 yeast inh: blocks the NALP3 inflammasome reconstituted in yeast; Yeast reconstituted NLRP3/ASC/caspase-1, beta-gal luminescence, 24 h; inhibition, % at 10 µM; actives 0.39% (n = 330,000);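 active = inhibition of 50% or more; inactive = inhibition below 50%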;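 also: plate controls were induced DMSO wells for no effect and uninduced yeast grown without galactose for full effect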
beta cell repl: induces beta-cell replication in MIN6 cells; MIN6 cells proliferation, ATPlite luminescence, 48 h; cells starved in 0.2% serum; 100% = growth in 10% serum; proliferation, % at 10 µM; actives 0.29% (n = 330,000);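 active = compounds whose signal lies at least 3.5 SD above the mean of all wells on their plate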;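 also: 0% = DMSO-treated cells in low-serum medium and 100% = 10% serum control; some compounds called inactive have numbers as strong as hits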
hIAP activ: increases human intestinal alkaline phosphatase activity | P09923 | purified human IAP, CDP-Star luminescence, 30 min; active compounds read high; 1 = vehicle-only enzyme, 0 = enzyme-free background | activation factor at 10 µM | actives 0.16% (n = 330,000) | AID 2524;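 active = activation factor of the enzyme at least 2-fold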; also: the source names both 10 and 20 µM as test concentration; values of inactives mirror those of a sister screen read the other way
mIAP activ: mouse IAP activation. muIAP, CDP-Star luminescence, 30 min; active compounds read high; 1 = vehicle-only enzyme signal, 0 = enzyme-free wells. activation factor at 10 µM. actives 0.24% (n = 330,000). AID 2805;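 active = activation factor of at least 2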; also: the source names both 10 and 20 µM as test concentration; values of inactives mirror those of a sister screen read the other way
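Assay system: mouse IAP enzyme / Compound: DMSO-dissolved test compounds / Timing: 30 min, room temperature / Measured by: luminescence from enzymatic CDP-Star hydrolysis / Control set: DMSO-only wells, enzyme-free buffer wells as negative control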
SENP1 inh: inhibitors of human SENP1 SUMO protease catalytic domain; recombinant SENP1 catalytic domain, CyPet-SUMO1-YPet FRET cleavage; inhibition, % at 10 µM; actives 0.21% (n = 360,000);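 active = inhibition at least 30% at 10 µM, raw YFP signal under a set limit, fluorescence ratio 0.5 to 1.5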;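 also: 0% = enzyme with DMSO and 100% = no enzyme wells; some results filed as inactive read as strong as hits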
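Test system: recombinant human SENP1 catalytic domain, His6-tagged / Medium: pH 8 Tris buffer with EDTA, NaCl, BME, BSA, NP40, catalase / Also added: SUMO1 FRET substrate flanked by Cypet and Ypet, 25 nM / Times: 50 min reaction at room temperature / Signal: FRET, CFP and YFP emission / Control set: no-enzyme low control and enzyme-plus-DMSO high control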
* marks the source's active call; other numbers are inactive results; x = no result given; & = joins results of further samples. The list is partial; rates above refer to the full screens.

nr	Molecule	APOBEC3G inh	hIAP inh	A3A deaminase	mIAP inh	NLRP3 yeast inh	beta cell repl	hIAP activ	mIAP activ	SENP1 inh
1	Cc1cc(CNC(=O)c2cccc(OC3CCN(S(=O)(=O)N(C)C)CC3)c2)on1	0	5	0	0	-9	1	0.95	1	2
2	COC(=O)c1ccc(OCCN2C3=NCCN3c3ccccc32)cc1	-8	-18	-2	-1	22	-3	1.2	1	3
3	CCOC(=O)NC1(C(F)(F)F)C(=O)N(Cc2ccccc2)C2=C1C(=O)CC(C)(C)C2 (stereo not given)	-6	0	-2	-1	-1	3	1	1	2
4	COCn1c(-c2cccc(Br)c2)nc2ccccc21	-1	8	1	-4	-4	-3	0.92	1	0
5	Cc1cc(CC(C)C)n(-c2nc3ccccc3c(=O)n2OCC(N)=O)n1	-5	6	-5	0	17	2	0.94	0.99	-3
6	O=C(NCC(c1ccco1)N1CCN(c2ccccc2)CC1)c1ccc2c(c1)OCO2 (stereo not given)	2	-8	8	-6	10	-1	1.1	1.1	1
7	Nc1c(Cl)ncnc1N1CCN(c2ncnc(Cl)c2N)CC1	-7	4	-2	12	-3	-3	0.96	0.88	1
8	Cc1ccc(C)c(-c2nnc(NC(=O)c3ccco3)o2)c1	-13	4	0	7	19	1	0.96	0.93	-2
9	COc1ccc2[nH]c(=O)c(C(c3nnnn3C3CCCC3)N3CCN(Cc4ccc5c(c4)OCO5)CC3)cc2c1 (stereo not given)	-5	-23	1	6	-4	-3	1.2	0.94	-9
10	CCc1ccc(Nc2n[n+](-c3ccccc3)c(-c3ccc(C(=O)O)cc3)s2)cc1	-14	7	-4	27	10	0	0.93	0.73	-3
11	Cc1c(Br)c([N+](=O)[O-])nn1CC(=O)NCc1ccccn1	-6	11	-2	1	5	1	0.89	0.99	5
12	CCOC(=O)CSc1ncnc2c1cnn2-c1ccc(C)cc1C	-13	-15	-2	4	-3	-2	1.2	0.96	-1
13	Cc1nc2ccc(N)cc2c(=O)n1Cc1ccc(Cl)cc1	-7	-6	-2	-1	1	0	1.1	1	-6
14	O=C(N/N=C\c1ccc(-c2ccccc2[N+](=O)[O-])o1)C1COc2cc3ccccc3cc2O1 (stereo not given)	-2	-18	0	22	13	-4	1.2	0.78	-6
15	Cc1ccc(C(=O)OCC(=O)NC(=O)c2cccn2C)cc1[N+](=O)[O-]	-4	4	5	10	3	-1	0.96	0.9	-2
16	Cc1ccc(C)c(S(=O)(=O)Nc2ccc(C(=O)NCCCN3CCOCC3)cc2)c1	-10	-12	1	1	24	-4	1.1	0.99	2
17	CC1CCCCC1NC(=O)c1cccc(N2C(=O)C3C4C=CC(C4)C3C2=O)c1 (stereo not given)	-9	-2	-5	0	5	2	1	1	1
18	COc1ccc(C(=O)NNC(=O)C2CC=CCC2)cc1 (stereo not given)	2	-3	0	-1	18	0	1	1	0
19	CCCCCCSc1cccc(-c2nc3ccccn3c2NCc2ccccc2)c1	-5	2	-2	-20	13	-6	0.98	1.2	-91&-87
20	CCCn1c(N)c(C(=O)COc2ccc(Br)cc2F)c(=O)n(C)c1=O	2	0	3	8	10	-4	1	0.92	0
21	CCOc1cc(-c2ccccc2)nc(N)n1	-2	3	-2	-11	-8	-4	0.97	1.1	-1
22	Cc1c(N=NC2=C(O)CC(C)(C)CC2=O)c(=O)n(-c2ccccc2)n1C	-5	-4	-7	8	13	-3	1	0.92	3
23	COc1ccc(C=C(C(C)=O)C(C)=O)cc1OC	1	12	3	11	41	-3	0.88	0.89	0
24	Clc1ccc(C2=CSC3=NCCN23)c(Cl)c1	-1	-26	-1	-5	16	1	1.3	1.1	4
25	CCOC(=O)c1c(NC(=O)C2c3ccccc3Oc3ccccc32)sc(C(N)=O)c1C	-5	17	-2	-3	6	-3	0.83	1	1
26	C=Cn1ccnc1CC(O)c1ccc(OC)cc1 (stereo not given)	-5	10	-3	9	22	3	0.91	0.91	0
27	Cc1cc(=O)n2nc(N3CCC(C(=O)N4CCN(Cc5ccccc5)CC4)CC3)sc2n1	-7	-21	-1	-9	-5	-4	1.2	1.1	0
28	Cc1ccc(SCCNC(=O)/C=C/c2ccccc2Cl)cc1	-3	23	0	8	40	-3	0.77	0.92	1
29	Cn1c(SCC(=O)N2CCOCC2)nnc1-c1ccc(NC(=O)c2ccccc2F)cc1	-3	-13	-3	-2	8	-2	1.1	1	0
30	CCn1cc(S(=O)(=O)Nc2ccc(Cl)cc2F)cn1	-5	-28	0	-6	4	8	1.3	1.1	0
31	COc1cccc(/C=N/NC(=S)Nc2cccc(S(=O)(=O)N(C)C)c2)c1	35	-32	-11	-2	4	0	1.3	1	1
32	Cc1cc(S(=O)(=O)N(C)CCc2ccccc2)ccc1-n1cnnn1	-7	-3	-1	-2	10	3	1	1	2
33	O=C(COc1ccc([N+](=O)[O-])cc1)NCc1cccnc1	-10	18	-4	4	4	0	0.82	0.96	2
34	CCOc1c2ccc(C(=O)NCc3ccc4c(c3)OCO4)cc2nn1CC	-9	12	-5	-1	14	7	0.88	1	0
35	CC(SCc1ccccc1)C(=O)Nc1ccccc1Br (stereo not given)	-5	6	-8	6	27	-2	0.94	0.94	0
36	COC(=O)[C@@]12CCCCN1[C@H](c1ccc(-c3ccc(Cl)c(Cl)c3)cc1)[C@H]1C(=O)N(C)C(=O)[C@H]12	2	4	-1	13	15	-6	0.96	0.87	2
37	COC(C(=O)NCc1ccc(C)cc1)c1ccccc1 (stereo not given)	-7	-1	-1	7	15	1	1	0.93	0
38	CC(=O)NC(=S)Nc1ccc(N2CCOCC2)c(S(=O)(=O)Nc2cc(Cl)ccc2Cl)c1	-1	-4	-3	-7	30	-6	1	1.1	0
39	Cc1cccc(N2CCN(C(=O)c3ccc4nc[nH]c4c3)CC2)c1C	-4	-30	5	1	2	0	1.3	0.99	2
40	CCN(CC(=O)NC(C)(C)C)C(=O)c1ccc(Br)cc1	-6	-6	-6	-1	6	-1	1.1	1	0
41	Cc1c(NC(=O)c2ccc(NS(=O)(=O)c3ccccc3)cc2)c(=O)n(-c2ccccc2)n1C	-8	-7	-1	-7	-15	-2	1.1	1.1	-1
42	Cc1nc2sc3c(c2c(=O)n1NC(=O)CCl)CCCC3	-8	6	1	5	17	-1	0.94	0.95	-11
43	CNC[C@H]1Oc2c(NS(=O)(=O)c3ccc(OC)cc3)cccc2C(=O)N([C@H](C)CO)C[C@H]1C	-2	6	0	-5	5	0	0.94	1.1	2
44	COc1cc(OC)cc(-c2c(C#Cc3ccsc3)c3cc(-c4ccc5[nH]ccc5c4)ccc3n2C)c1	-9	15	-3	0	0	-5	0.85	1	-12
45	CCCNC(=S)N1CCN(c2nc(-c3cccc(OC)c3)cs2)CC1	-4	-11	-2	4	17	-3	1.1	0.96	-1
46	CC(O)(C#CCN1CCCCC1)c1ccccc1 (stereo not given)	-8	-11	1	-9	8	-2	1.1	1.1	0
47	COc1ccc(NC(=S)NCc2ccco2)cc1	-7	-14	-6	-5	13	0	1.1	1.1	-6
48	O=C1CCC/C(=N\NC(=O)c2ccc(COc3cccc4cccnc34)cc2)C1	-7	-7	-5	5	8	1	1.1	0.95	-18
49	CC(Sc1nncs1)C(=O)NCC(=O)Nc1ccc(F)c(F)c1F (stereo not given)	-2	7	0	5	3	-2	0.93	0.95	1
50	COc1ccc(C(=O)CSc2nnc(CN3CCCCC3)n2-c2ccc(F)cc2)cc1	-2	6	1	5	15	-3	0.94	0.95	1

Next part.
nr	Molecule	APOBEC3G inh	hIAP inh	A3A deaminase	mIAP inh	NLRP3 yeast inh	beta cell repl	hIAP activ	mIAP activ	SENP1 inh
51	CNS(=O)(=O)c1cccc(C(=O)NCC2(N3CCOCC3)CCCCC2)c1	-4	5	14	-5	13	-1	0.95	1	-1
52	Cc1c(C(=O)N(Cc2nnc(-c3ccccc3Cl)o2)C2CC2)oc2ccccc12	-8	21	-4	17	27	-4	0.79	0.83	-1
53	Cc1cccc(OCC(=O)NC(Cc2ccccc2)C(=O)O)c1 (stereo not given)	7	3	4	-4	7	0	0.97	1	1
54	CC(=O)N1CCC(=O)N(C(C)C)c2ccccc21	7	13	-2	-2	-3	1	0.87	1	4
55	Cc1ccc(S(=O)(=O)Cn2nnnc2C(c2ccccn2)N2CCN(c3ccccc3)CC2)cc1 (stereo not given)	-3	-5	-4	3	7	-4	1.1	0.97	-2
56	CCOC(=O)C(CC)Sc1ncnc2nc[nH]c12 (stereo not given)	-5	-10	-3	-5	12	-2	1.1	1.1	2
57	CCC(C(=O)NC1CCCC1)N(C(=O)c1snc(C(N)=O)c1N)c1ccc(OC)c(OC)c1 (stereo not given)	-3	-10	3	-1	-2	0	1.1	1	-4
58	COc1c(Cl)cnn(-c2ccc(C)cc2)c1=O	-6	-11	-3	9	-8	-4	1.1	0.91	0
59	C=CCC(Nc1ccccc1)c1ccc(OC)c(OC)c1 (stereo not given)	-10	-12	0	-6	10	1	1.1	1.1	x
60	CCCOc1ccc(C(=O)N2CCN(c3ccc(NC(=O)CC)cc3Cl)CC2)cc1	-4	2	-3	-13	12	-3	0.98	1.1	1
61	COc1ccc(N2CCN(C(=O)CCC(=O)c3cc(C)sc3C)CC2)cc1	-6	-11	2	-6	23	0	1.1	1.1	2
62	CCOc1ccc(NC(=O)CSc2cn[nH]n2)cc1	-1	2	1	6	7	-2	0.98	0.94	3
63	O=C(O)CCSCc1ccccc1F	0	19	1	-6	19	-2	0.81	1.1	1
64	COC(=O)c1c(NC(=O)COC(=O)[C@@H](NS(=O)(=O)c2ccc(C)cc2)C(C)C)sc2c1CCC2	-3	2	-1	37	1	0	0.98	0.63	-3
65	COC(=O)c1ccc(OCC(=O)c2cccc(OC)c2)cc1	3	-10	2	0	16	-1	1.1	1	2
66	NC(=O)c1ccsc1NC(=O)c1ccc(S(=O)(=O)N2CCCc3ccccc32)cc1	-10	16	-4	-1	18	-5	0.84	1	0
67	Cc1nc2sccc2c(=O)n1N	-7	-2	3	-5	12	-3	1	1.1	3
68	Cc1[nH]c(=O)c(C#N)c(C)c1Cc1ccc(Cl)cc1Cl	-6	9	-2	10	-6	0	0.91	0.9	-1
69	CN(CC(=O)NC1CCCCC1)S(=O)(=O)c1ccc(Cl)cc1	-3	21	-1	0	12	-2	0.79	1	0
70	CCO[C@H]1OC(C(=O)N2CCN(Cc3ccccc3)CC2)=C[C@@H](C)[C@@H]1CCCO	-9	1	27	-4	8	1	0.99	1	1
71	Cc1ccc(C)c(S(=O)(=O)N2CCN(C(=O)[C@@H](NC(=O)c3ccc(F)cc3)C(C)C)CC2)c1	-4	10	-2	-10	24	-4	0.9	1.1	1
72	CN(C)c1ccc(C(=O)NNC(=O)C23CC4CC(CC(C4)C2)C3)cc1	-4	-8	-2	3	19	-2	1.1	0.97	2
73	CCCCNC(=O)COC(=O)C1CCN(S(=O)(=O)c2ccc3c(c2)OCCO3)CC1	-4	-25	-2	-15	-3	-3	1.3	1.2	0
74	Fc1ccc(NC(=S)NN2CCOCC2)cc1Cl	0	12	6	-1	10	-2	0.88	1	2
75	Cc1ccnc(N(C(=O)c2cccs2)C(=O)c2cccs2)c1	-2	-16	-3	0	3	-4	1.2	1	3
